High-throughput results as filed in PubChem.
TPT1 inh = inhibitors of Candida albicans tRNA 2'-phosphotransferase TPT1; recombinant caTPT1, FP RNA substrate dephosphorylation; inhibition, % at 5 µM; 300,000 tested, 0.81% active;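 active = inhibition above the mean of all tested compounds plus 3 SD, set per screening campaign, cut at about 24% in these data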;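 also: plate controls were DMSO alone for no effect and ferristatin control at 100 nM for full effect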
GLD-1 RNA inh = GLD-1-TGE RNA interaction inhibition (C. elegans) | inhibition, % at 5.96 µM | Q17339 | AID 2280 | 320,000 tested, 0.44% active | purified GLD-1 + fluorescein TGE RNA, fluorescence polarization;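 active = percent inhibition above a per-plate cutoff, the plate mean of test compounds plus 3 SD, cut at about 30% in these data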;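 also: 0% = DMSO wells with GLD-1 and probe and 100% = wells lacking GLD-1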
Fam108B counter = Fam108B inhibition, counter-screen for RBBP9 inhibitors; AID 1947; recombinant Fam108B, FP-Rh probe fluorescence polarization; 300,000 tested, 0.33% active; inhibition, % at 9.51 µM;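 active = inhibition above the screen mean inhibition plus 3 SD, computed separately per campaign, cut at about 18% in these data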;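 also: inhibitors lower polarization as less probe binds the enzyme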
PME-1 inh = PME-1 (human) inhibition; inhibition, % at 5.9 µM; recombinant PME-1, FP-Rh probe fluorescence polarization; 320,000 tested, 0.53% active; Q9Y570;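 active = inhibition above the campaign mean of all compounds plus 3 SD, cut at about 26% in these data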;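 also: competitive labeling of PME-1 active site by serine hydrolase directed probe; 0% = PME-1 with DMSO and 100% = wells lacking PME-1 enzyme; inhibitors block probe labeling so polarization falls and inhibition rises; many of its hits are not listed in these tables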
Target sequence (Q9Y570 whole entry, looked up): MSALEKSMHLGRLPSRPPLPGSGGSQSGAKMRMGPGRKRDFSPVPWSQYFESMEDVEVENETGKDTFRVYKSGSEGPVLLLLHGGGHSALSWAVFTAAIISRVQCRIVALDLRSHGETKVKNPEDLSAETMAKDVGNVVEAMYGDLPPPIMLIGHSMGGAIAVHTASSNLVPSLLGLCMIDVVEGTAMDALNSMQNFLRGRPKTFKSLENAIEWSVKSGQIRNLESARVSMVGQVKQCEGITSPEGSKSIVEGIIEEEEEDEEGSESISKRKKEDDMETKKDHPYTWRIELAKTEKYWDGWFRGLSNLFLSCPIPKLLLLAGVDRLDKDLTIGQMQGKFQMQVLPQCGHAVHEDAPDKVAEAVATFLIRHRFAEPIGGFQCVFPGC
GSTO1 counter = counter-screen for RBBP9 inhibitors: inhibitors of human GSTO1 | AID 1974 | 300,000 tested, 1.1% active | P78417 | inhibition, % at 5.96 µM | recombinant GSTO1, activity-based probe fluorescence polarization;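 active = inhibition above the campaign mean inhibition plus 3 SD, cut at about 35% in these data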;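 also: 0% = GSTO1-1 with DMSO and 100% = wells lacking GSTO1-1 enzyme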
Target sequence (P78417 whole entry, looked up): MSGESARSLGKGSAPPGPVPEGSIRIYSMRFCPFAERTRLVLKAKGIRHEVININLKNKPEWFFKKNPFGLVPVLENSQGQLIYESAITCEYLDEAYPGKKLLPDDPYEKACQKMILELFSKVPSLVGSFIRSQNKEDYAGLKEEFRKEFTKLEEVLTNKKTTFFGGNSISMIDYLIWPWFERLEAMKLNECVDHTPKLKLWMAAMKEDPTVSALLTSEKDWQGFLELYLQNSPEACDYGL
MEX-5 binding = C. elegans MEX-5 TCR-2 RNA binding activity. 300,000 tested, 0.38% active. AID 1832. Q9XUB2. activity score (negative = inhibition of binding), % at 10 µM. MEX-5/FITC-TCR2 RNA binding, fluorescence polarization; stronger effect = lower value;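 active = inhibition past about -25% in most replicates, and total fluorescence under double the plate's negative control median, limit read from the data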;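 also: 0% = DMSO and -100% = 5 µM competing unlabeled TCR2 RNA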
Bcl-xL primary = blocks human Bcl-xL binding to Bim BH3 peptide; 320,000 tested, 0.7% active; AID 2129; inhibition, % at 10.9 µM; GST-Bcl-xL / FITC-Bim BH3 peptide fluorescence polarization;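 active = inhibition above the mean of all tested compounds plus 3 SD, cutoff set per campaign, cut at about 30% in these data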;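 also: 0% = DMSO wells and 100% = unlabeled Bim-BH3 peptide competitor; inhibitors lower millipolarization by displacing the labeled peptide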
Target sequence (Q07817 whole entry, looked up): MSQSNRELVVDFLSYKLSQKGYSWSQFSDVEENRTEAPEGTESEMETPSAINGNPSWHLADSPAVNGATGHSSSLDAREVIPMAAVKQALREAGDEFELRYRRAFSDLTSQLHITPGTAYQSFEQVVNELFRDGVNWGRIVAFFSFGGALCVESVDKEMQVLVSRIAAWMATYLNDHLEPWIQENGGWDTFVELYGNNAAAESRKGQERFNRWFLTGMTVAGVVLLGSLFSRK
PAD4 FP inh = PAD4 (human) enzyme inhibition. inhibition, % at 6.36 µM. AID 485272. 330,000 tested, 0.41% active. recombinant PAD4, RCA probe fluorescence polarization. Q9UM07;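 active = percent inhibition above a cutoff equal to the mean of all tested compounds plus 3 SD, cut at about 15% in these data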;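 also: 0% = PAD4 with RCA probe and DMSO and 100% = probe without PAD4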
MCL1 BIM primary = disrupts human MCL1 binding to BIM-BH3 peptide. GST-MCL1 / FITC-Bim-BH3 fluorescence polarization. inhibition, % at 10.9 µM. 320,000 tested, 0.68% active. AID 2057. Q07820;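 active = inhibition above the mean inhibition of all tested compounds plus 3 SD, set per campaign, cut at about 40% in these data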;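 also: 0% = DMSO wells and 100% = unlabeled Bim-BH3 peptide control; higher means more loss of mP so more displacement of Bim peptide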
Numbers without * were called inactive; / = not tested or not shown. These rows are one share of the data; count on the stated rates, not on these rows.

compound	PME-1 inh	Bcl-xL primary	TPT1 inh	Fam108B counter	MCL1 BIM primary	GLD-1 RNA inh	PAD4 FP inh	GSTO1 counter	MEX-5 binding
COc1ccc(C2(C(=O)Nc3ccc(OC)cc3OC)CCCC2)cc1	4	1	-3	1	3	6	0	-9	2.7
COC(=O)C1=C(C(=O)OC)[C@@H]2N(Cc3ccccc3)c3ccccc3[C@@]23C[C@@H](C(=O)OC)N(C(=O)c2cc(C)oc2C)C3=N1	15	2	-1	0	1	2	-2	3	2.7
C=CCN(C(=O)CCC(=O)Nc1cc(C)on1)C(C(=O)NC(C)(C)CC)c1cccc(OC)c1OC (stereo not drawn)	-1	-1	3	1	3	-5	3	3	-0.5
CCOC(=O)CCCCCNC(=O)c1ccc(F)cc1F	3	4	-2	-2	6	4	-1	3	0.6
Cc1cccn2c(=O)c3cc(C(=O)NC4CCCC4)c(=N)n(C4CCCCC4)c3nc12	-6	0	-3	-1	-2	14	-9	-5	2.8
COc1cc(OC)c(S(=O)(=O)Nc2ccccc2N2CCCCC2)cc1NC(C)=O	0	7	-2	2	4	9	4	5	1.2
Cc1ccc(S(=O)(=O)N(C)CC(=O)Nc2cccnc2)cc1	-3	7	-2	-3	3	4	0	6	2.4
N#Cc1ccc(CSc2nnc(-c3cnccn3)o2)cc1	2	9	-4	-1	4	-3	-4	-3	-0.8
CCc1ccccc1NC(=O)c1ccc2c(O)c(S(=O)(=O)c3ccc(OC)cc3)c(=O)[nH]c2c1	4	6	-2	3	6	-10	0	1	-0.5
CCCCNC(=O)CC1NCCNC1=O (stereo not drawn)	-7	-4	-3	3	2	6	-3	0	1.2
CNC[C@H](CC1CCCCC1)NC[C@H](NCCC1CCCC1)[C@H](C)O	8	-1	-1	3	0	5	4	-3	1.0
COC(=O)c1ccccc1NC(=O)CSc1nnnn1-c1ccc(C)cc1C	-2	4	-4	-4	0	7	0	6	-2.1
O=C(NCCCc1ccccc1)c1cc(COc2c(F)cccc2F)on1	-13	1	4	1	3	-3	-8	6	1.6
CCOc1nc2ccccc2nc1NS(=O)(=O)c1ccccc1	3	8	-1	4	3	1	-6	-2	1.3
COc1cccc(OCc2cc(C(=O)N3CCCC3c3ccccn3)no2)c1 (stereo not drawn)	-1	0	0	1	3	-5	1	1	-0.4
N#Cc1c(N)[nH]c(=S)c(C#N)c1-c1ccccc1	4	6	0	-1	-8	-3	3	0	0.4
CCN=C1NN=C(c2cc(C)n(Cc3ccco3)c2C)CS1	4	-2	7	-1	-2	-1	-11	6	-1.0
COc1ccccc1-c1c(C)oc2cc(OC(=O)c3ccco3)ccc2c1=O	-4	5	2	0	6	2	-1	3	1.2
CCOC(=O)CC(=O)NC1(Cc2ccc(O)cc2)CCCCC1	-3	1	-3	0	9	4	2	2	0.8
OCCn1nc(-c2ccccc2)cc1-c1ccccc1	-2	-3	-1	4	2	6	2	4	-2.7
O=C1C2CC=CCC2C(=O)N1c1cccc(OS(=O)(=O)c2ccc3ccccc3c2)c1 (stereo not drawn)	3	3	2	-2	0	-1	-4	-24	0.3
COc1ccc(-c2[nH]ncc2-c2ccc(Cl)cc2)c(O)c1	-7	4	-1	-1	8	12	-2	5	0.6
COCCn1c(=S)[nH]c2cc(C(=O)N3CCc4ccccc43)ccc2c1=O	-4	2	1	-1	2	3	-4	5	1.3
O=C(N=C1c2ccccc2CN1c1cccc(Cl)c1)c1cccnc1	0	10	-1	-4	4	-3	-6	3	-1.6
c1ccc(N2CCN(CCc3nnc4n3CCCCC4)CC2)cc1	2	4	0	2	5	7	1	0	3.4
O=C(/C=C/c1cccs1)N1CCC2(CC1)Oc1ccc(Cl)cc1C(=O)C21CC(c2ccc(Cl)cc2)=NO1 (stereo not drawn)	-2	3	0	-5	0	9	-1	-2	-2.2
O=C(Cc1ccccc1)NNC(=O)c1ccccc1C(=O)O	-2	2	2	1	-1	1	-1	-1	1.2
O=C(C1CC(=O)N(c2ccccc2)C1)N1CCN(C2=NS(=O)(=O)c3ccccc32)CC1 (stereo not drawn)	0	6	1	3	2	0	1	7	-0.3
Cc1ccc(CN2CCN(/N=C/c3cc(Br)cc(Br)c3O)CC2)cc1	-4	5	-1	-1	4	-1	-6	1	-0.1
c1ccc(-n2ncc3c(NCc4cccs4)ncnc32)cc1	2	1	-3	-3	-1	1	-2	-9	-1.0
CCN(CC)c1ccc(C(=O)N/N=C/c2ccccc2OC(F)F)cc1	-2	1	-3	2	10	5	1	0	-0.3
Cc1ccc(S(=O)(=O)Nc2c(NC3CCCCC3)c3ccccc3oc2=O)cc1	-3	1	1	2	-1	1	-6	-7	-1.3
Cc1ccc(NC(=O)CSCC(=O)N2CCN(c3cccc(C(F)(F)F)c3)CC2)cc1	6	-2	2	0	-11	-2	-1	-4	-1.9
CCOc1cc(C2C(C(=O)OC)=C(C)N=C3SC(C)C(=O)N32)ccc1OC(C)=O (stereo not drawn)	-6	1	-4	-6	8	0	-3	10	-2.3
Cc1ccc(Sc2nc(-c3ccccc3)nnc2C(F)(F)F)cc1	-3	5	-1	0	3	-1	-2	-1	-0.3
O=C(/C=C/c1cccc([N+](=O)[O-])c1)Nc1ccccn1	-1	0	2	-1	-7	-1	0	-8	1.3
COC(=O)c1sccc1NC(=S)Nc1ccccc1	-5	12	-2	2	9	-7	0	-2	-2.7
O=C(c1cccc(N2C(=O)C3C4C=CC(C4)C3C2=O)c1)N1CCCc2ccccc21 (stereo not drawn)	8	-1	1	4	3	11	1	6	1.9
COc1ccc(Cc2nnc(NC(=O)c3ccc(OC)c(OC)c3)s2)cc1	-7	1	3	-2	5	8	1	5	0.4
CSc1nc(-c2ccccc2)nc(N2CCCC2)c1C(C)=O	-6	-1	-2	-1	-1	3	-1	7	-1.3
Cc1ccc(Cn2c(N)nc3ccccc32)cc1	2	4	-3	1	3	2	0	0	0.1
N#Cc1ccc(Oc2c(Cl)cncc2Cl)cc1	-6	-2	-1	3	-7	0	0	-7	-0.3
Cc1c(-n2c(CN3C(=O)c4ccccc4C3=O)nc3ccccc3c2=O)c(=O)n(-c2ccccc2)n1C	7	1	2	5	0	-4	-3	0	2.2
Cc1cc(-c2ccc(S(=O)(=O)N3CCc4ccccc4C3)s2)on1	-1	3	-1	-5	5	7	1	-3	-1.2
CC1(C)C[C@@H]2C[C@@](C)(CN2C(=O)c2cc(COc3cccc(C(F)(F)F)c3)on2)C1	6	6	3	-4	3	2	-1	1	0.4
CCCC/C(C)=N/NC(=O)CN(c1ccc(Br)cc1)S(=O)(=O)c1ccccc1	-5	8	-4	-3	12	4	-3	-3	1.3
COc1ccc(/C=C2/NC(=O)CNC2=O)cc1	-3	1	4	0	-1	2	1	4	0.5
CN1CCN(C(=S)NC(=O)c2ccccc2Br)CC1	8	4	-2	-1	10	7	4	3	1.3
COc1ccc2[nH]c(C)c(C(=O)CN3CCc4cc(OC)c(OC)cc4C3)c2c1	-2	5	-1	0	-3	4	-9	-7	-2.6
Cc1cc(NC(=O)C(C)SCC(=O)OCC(=O)Nc2c(C)cccc2C(C)C)no1 (stereo not drawn)	-5	3	/	/	0	-10	0	/	/
O=C(N/N=C/c1ccccc1O)c1cc(=O)[nH]c2ccccc12	-2	2	4	-1	4	5	1	-29	-0.3
CCOC(=O)c1c(C)n(-c2ccc(OC)cc2)c2c(C/C(C)=N/O)c(Br)c(OC)c(O)c12	-5	7	1	5	1	-1	0	-1	1.8
CCOc1ccc(S(=O)(=O)NCCSCc2ccco2)cc1	-10	2	-1	0	7	2	0	20	0.6
CCC(CC)C(=O)NCCc1cc2cc(C)c(C)cc2[nH]c1=O	-3	1	4	-4	2	9	1	7	-0.1
CN(CC(=O)Nc1ccccc1Cl)C(=O)c1ccc(-c2cccc(C(F)(F)F)c2)o1	4	0	0	1	0	9	6	5	-3.3
CC(NC(=O)COC(=O)c1ccccc1SCC(=O)N1CCCC1)c1ccccc1 (stereo not drawn)	4	-4	-3	0	-4	3	0	2	-1.3
O=C(Cn1c(SCC(=O)NC2CCCC2)nnc1-c1ccncc1)Nc1ccc2c(c1)OCO2	-7	3	3	-5	-4	-4	-4	8	-0.2
CCOC(=O)c1sc(NC(=O)CSc2nc(C)cc(-c3ccccc3)n2)c(C#N)c1C	-8	2	2	-1	7	2	2	8	0.8
O=C(CN1C(=O)NC2(CCCC2)C1=O)Nc1cccc(C(F)(F)F)c1	2	6	-1	0	-1	1	-1	-5	0.1
Cc1cc(C(=O)NCc2ccccc2)c(=O)[nH]c1C	-2	4	-2	1	-2	-2	-5	7	-0.9

Other compounds
compound	PME-1 inh	Bcl-xL primary	TPT1 inh	Fam108B counter	MCL1 BIM primary	GLD-1 RNA inh	PAD4 FP inh	GSTO1 counter	MEX-5 binding
COC(=O)C1=C(C)N(CCC2=CCCCC2)C(=O)C1	-2	5	-1	-2	0	11	-1	12	-2.4
CC1CCN(c2c(NCC3CCC(C(=O)N4CCc5ccccc5C4)CC3)c(=O)c2=O)CC1 (stereo not drawn)	6	6	-2	2	3	-2	-2	-2	-2.6
COCCNC(=S)N/N=C(\C)c1cc2ccccc2o1	4	-2	0	0	2	6	-1	3	-0.3
C[C@H](NS(=O)(=O)c1ccccc1)C(=O)OCC(=O)NC(=O)Nc1ccc2c(c1)OCCO2	6	4	2	-5	-14	-8	-4	9	-2.6
COc1ccc(NC(=O)C2CC(=O)N/C(=N/N=C/c3ccco3)S2)cc1 (stereo not drawn)	-1	3	-2	2	5	6	-3	3	-2.9
CCOC(=O)c1sc(=S)n(-c2cc(F)ccc2F)c1N	-1	1	-2	0	6	-2	-2	0	-1.4
CCc1nonc1NC(=O)c1oc2ccc(Br)cc2c1C	-6	-3	-1	-2	-5	3	5	-1	-3.9
O=C(COC(=O)c1ccc(CO)cc1)Nc1ccc(OC(F)F)cc1	-9	0	2	2	-6	-10	0	1	-3.2
CCOC(=O)c1[nH]c(C)c(C(=O)C(C)C)c1C	4	3	1	3	2	1	2	4	0.8
COc1ccc2c(c1)c(=O)oc1cc(OCC(=O)NCC3CCC(C(=O)O)CC3)ccc12 (stereo not drawn)	1	8	0	2	-2	1	2	-14	1.6
S=c1[nH]nc(-c2ccc(Br)cc2)n1-c1ccc(Br)cc1	0	-8	0	2	-7	4	-3	1	-0.5
CC[C@H](C)C(N)c1cn([C@@H](CC(N)=O)C(=O)N2CCNCC2)nn1 (stereo partly drawn)	-8	6	-7	1	5	6	1	8	/
CCOCCCNC(=O)c1cc(-c2ccc(Br)s2)nc2ccccc12	-7	-4	4	-1	-11	-7	0	-17	-8.8
O=[N+]([O-])c1ccc(-n2ccnc2)cc1	5	3	0	4	-1	5	1	0	-1.8
O=C(NNC(=S)Nc1ccc(F)cc1)c1cccc([N+](=O)[O-])c1	0	5	-3	1	2	12	-1	-3	-4.3
